PAFAH1B2 inh – PAFAH1B2 (human) inhibition | P68402 | recombinant PAFAH1B2, FP-rhodamine activity probe, fluorescence polarization | inhibition, % at 3.39 µM | 1.2% of 340,000 active;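 active means inhibition above the mean of all tested compounds plus 3 SD, cut at about 24% in these data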;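 further: 0% = enzyme with DMSO and 100% = wells lacking PAFAH1B2; many of its hits are not listed in these tables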
Target sequence (P68402 whole entry, looked up): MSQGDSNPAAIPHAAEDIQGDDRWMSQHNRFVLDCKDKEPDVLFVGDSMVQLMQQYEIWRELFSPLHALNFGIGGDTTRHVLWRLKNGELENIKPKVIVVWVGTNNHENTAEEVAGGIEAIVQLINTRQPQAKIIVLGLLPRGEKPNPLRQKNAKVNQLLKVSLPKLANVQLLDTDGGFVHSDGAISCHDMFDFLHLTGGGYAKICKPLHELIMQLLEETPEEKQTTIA
LYPLA2 counter – LYPLA2 (human) inhibition in PME1 counter-screen; AID 2177; 0.38% of 320,000 active; inhibition, % at 5.9 µM; recombinant LYPLA2, FP-Rh probe fluorescence polarization; O95372;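 active means inhibition above the screen-wide mean plus 3 SD, limit set per campaign, cut at about 26% in these data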;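 further: 0% = LYPLA2 with DMSO and 100% = wells lacking LYPLA2 enzyme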
pPAFAH FP inh – pPAFAH (human) enzyme inhibition; inhibition, % at 3.39 µM; 1.5% of 330,000 active; AID 463082; recombinant pPAFAH, FP-rhodamine probe fluorescence polarization;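 active means inhibition above the mean inhibition across the screen plus 3 SD, cut at about 25% in these data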;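 further: inhibitors block binding of the rhodamine activity-based probe so polarization drops; 0% = enzyme with DMSO and 100% = wells lacking pPAFAH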
PME-1 primary – PME-1 (human) inhibition | Q9Y570 | recombinant PME-1, FP-Rh probe fluorescence polarization | inhibition, % at 5.9 µM | 0.53% of 320,000 active;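 active means inhibition above the campaign mean of all compounds plus 3 SD, cut at about 26% in these data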;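 further: competitive labeling of PME-1 active site by serine hydrolase directed probe; 0% = PME-1 with DMSO and 100% = wells lacking PME-1 enzyme; inhibitors block probe labeling so polarization falls and inhibition rises; many of its hits are not listed in these tables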
GSTO1 counter – GSTO1 inhibition, counter-screen for RBBP9 inhibitors. P78417. recombinant GSTO1, activity-based probe fluorescence polarization. inhibition, % at 5.96 µM. 1.1% of 300,000 active;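 active means inhibition above the campaign mean inhibition plus 3 SD, cut at about 35% in these data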;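 further: 0% = GSTO1-1 with DMSO and 100% = wells lacking GSTO1-1 enzyme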
LYPLA1 counter – counter-screen for PME1 inhibitors: inhibitors of human LYPLA1. O75608. recombinant LYPLA1, FP-Rh probe fluorescence polarization. inhibition, % at 5.9 µM. 0.16% of 320,000 active. AID 2174;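 active means inhibition above the mean of all tested compounds plus 3 SD, set per campaign, cut at about 14% in these data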;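 further: inhibitors block serine hydrolase probe labeling of LYPLA1 so polarization falls; 0% = enzyme with DMSO and 100% = wells lacking LYPLA1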
PAFAH2 inh – inhibitors of human PAFAH2; inhibition, % at 3.39 µM; 0.99% of 340,000 active; Q99487; recombinant PAFAH2, FP-rhodamine activity probe, fluorescence polarization;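 active means inhibition above the mean over all tested compounds plus 3 SD, cut at about 30% in these data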;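 further: inhibitors block probe labeling of enzyme so polarization drops; 0% = enzyme with DMSO and 100% = wells lacking PAFAH2 protein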
PAFAH1B3 FP inh – inhibitors of human PAFAH1B3; 0.28% of 340,000 active; Q15102; inhibition, % at 3.39 µM; recombinant PAFAH1B3, FP-rhodamine probe, fluorescence polarization;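 active means inhibition above the screen-wide average of all tested compounds plus 3 SD, cut at about 25% in these data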;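 further: 0% = enzyme with DMSO only and 100% = wells lacking PAFAH1B3 protein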
PAD4 inh – PAD4 (human) enzyme inhibition; Q9UM07; recombinant PAD4, RCA probe fluorescence polarization; inhibition, % at 6.36 µM; 0.41% of 330,000 active; AID 485272;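 active means percent inhibition above a cutoff equal to the mean of all tested compounds plus 3 SD, cut at about 15% in these data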;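 further: 0% = PAD4 with RCA probe and DMSO and 100% = probe without PAD4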
Target sequence (Q9UM07 whole entry, looked up): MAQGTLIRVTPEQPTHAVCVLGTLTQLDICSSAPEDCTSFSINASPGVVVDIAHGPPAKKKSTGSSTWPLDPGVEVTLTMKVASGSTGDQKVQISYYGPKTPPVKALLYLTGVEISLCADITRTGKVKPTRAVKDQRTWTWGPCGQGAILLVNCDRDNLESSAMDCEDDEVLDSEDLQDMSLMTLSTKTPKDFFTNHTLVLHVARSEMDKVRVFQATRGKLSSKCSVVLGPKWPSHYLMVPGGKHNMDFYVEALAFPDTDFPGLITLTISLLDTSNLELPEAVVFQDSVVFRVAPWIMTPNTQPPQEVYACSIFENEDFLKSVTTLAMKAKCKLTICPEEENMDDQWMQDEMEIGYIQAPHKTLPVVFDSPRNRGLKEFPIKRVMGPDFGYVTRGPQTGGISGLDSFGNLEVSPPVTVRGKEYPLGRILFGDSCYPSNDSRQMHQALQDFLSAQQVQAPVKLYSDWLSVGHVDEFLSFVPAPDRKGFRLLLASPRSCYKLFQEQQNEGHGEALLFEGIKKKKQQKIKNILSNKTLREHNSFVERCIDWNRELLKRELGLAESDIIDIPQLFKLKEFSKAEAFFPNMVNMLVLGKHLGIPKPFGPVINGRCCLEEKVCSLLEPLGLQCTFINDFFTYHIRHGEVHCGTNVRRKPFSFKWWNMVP
The depositor's hits bear a star; nt = not tested or not shown.

SMILES	PAFAH1B2 inh	LYPLA2 counter	pPAFAH FP inh	PME-1 primary	GSTO1 counter	LYPLA1 counter	PAFAH2 inh	PAFAH1B3 FP inh	PAD4 inh
Fc1ccc(CO/N=C2\CCCc3nonc32)cc1	2	-1	-4	-2	-3	-4	-7	2	-7
S=C(NCc1ccccc1)Nc1ccc(Cl)cc1	8	-10	1	-3	7	-7	2	4	-5
N#Cc1ccccc1CCN1C(=O)c2ccccc2C1=O	6	-5	-5	3	4	2	0	3	0
O=C(COC(=O)c1nc(Cl)ccc1Cl)NCCc1ccccc1	1	-4	8	-2	1	-2	0	5	3
CC1CCN(Cc2ccc(NC(=O)CC3Oc4ccccc4NC3=O)cc2)CC1 (stereo not given)	7	2	2	2	-1	1	6	12	-6
COc1ccc(NS(=O)(=O)c2ccc(O)c(NC(=O)c3cc4c(C)nn(-c5ccc(F)cc5)c4s3)c2)cc1	-15	-37	36*	-50	-16	-21	-18	-37	-38
Cc1ccc(NC(=O)c2sccc2C)cc1S(=O)(=O)N(C)C	-1	0	3	-5	6	-5	2	11	-3
Cc1c(OC(C)C(=O)NCCCN2CCOCC2)ccc2c1oc(=O)c1ccccc12 (stereo not given)	8	3	4	2	0	1	11	-2	1
COc1ccccc1/C=C/C=N/n1c(-c2ccccn2)n[nH]c1=S	5	-1	5	-7	-8	0	-1	3	5
CC(SCC(=O)Nc1ccc(F)cc1)c1nc2ccccc2c(=O)[nH]1 (stereo not given)	-3	0	-4	-1	0	0	8	-3	2
COc1cccc(C2CC(C(F)(F)F)n3ncc(C(=O)Nc4c(C)n(C)n(-c5ccccc5)c4=O)c3N2)c1 (stereo not given)	1	-1	-1	7	11	-5	-4	-5	4
CCOCCCNC(=O)CN1C(=O)COc2ccc(S(=O)(=O)N3CCCC3)cc21	4	1	5	-6	-3	1	-5	0	-2
COc1ccc(N2C(=O)C3C(C2=O)C2C=CC3C23CC3)c(OC)c1 (stereo not given)	3	-1	2	2	0	2	-6	7	4
O=C(NC1CCSc2ccccc21)c1ccc(C(F)(F)F)cc1 (stereo not given)	-2	2	4	-2	-6	0	-5	7	-1
CC1CCc2sc3c(c2C1)c(=O)n(CC(=O)O)c(=O)n3Cc1ccc(Cl)cc1 (stereo not given)	3	-3	10	-2	1	-1	7	2	-3
O=C(O)c1sccc1Oc1ccc(NS(=O)(=O)c2cccc(F)c2)cc1	9	-1	6	7	30	4	5	5	1
COc1ccc(C2C(C#N)=C(N)Nc3nc4ccccc4n32)cc1 (stereo not given)	-1	2	-4	-5	-3	0	-2	-4	0
O=C(O)c1cccc2c1C(=O)N(C1CCCCC1)C2	0	2	6	2	-2	-1	-5	-1	2
N#CCC(=O)N/N=C\c1ccccc1OC/C=C/c1ccccc1	-4	19	-6	-5	4	-9	-5	1	-8
O=C(NNC(=O)c1ccncc1)c1ccncc1	3	3	-2	0	3	1	-5	9	1

Three of the entries above in order of the pPAFAH FP inh value, falling:
SMILES	PAFAH1B2 inh	pPAFAH FP inh	PME-1 primary	PAFAH2 inh	PAFAH1B3 FP inh	PAD4 inh
O=C(O)c1sccc1Oc1ccc(NS(=O)(=O)c2cccc(F)c2)cc1	9	6	7	5	5	1
S=C(NCc1ccccc1)Nc1ccc(Cl)cc1	8	1	-3	2	4	-5
O=C(NNC(=O)c1ccncc1)c1ccncc1	3	-2	0	-5	9	1

(cont.)
SMILES	PAFAH1B2 inh	LYPLA2 counter	pPAFAH FP inh	PME-1 primary	GSTO1 counter	LYPLA1 counter	PAFAH2 inh	PAFAH1B3 FP inh	PAD4 inh
Cc1ccc(S(=O)(=O)N/N=C\c2cn(CC(N)=O)c3ccccc23)cc1C	6	-6	1	8	3	-3	3	9	3
O=C(NC(=S)Nc1ccc(S(=O)(=O)Nc2nccs2)cc1)c1ccccc1F	2	2	10	4	17	2	2	6	-6
CCOc1ccc(C(C(=O)Nc2ccc(F)cc2)N(C(=O)Cn2nnc3ccccc32)C2CC2)cc1 (stereo not given)	5	-6	-1	10	7	-3	-4	2	1
C=CCn1c(Cc2ccc(OC)cc2)nnc1SCC(=O)c1cccc([N+](=O)[O-])c1	1	13	13	-8	11	2	6	1	1
CCNc1nc(SCc2ccccc2)nc(N2CCOCC2)n1	2	0	11	1	-2	-4	2	5	-1
CN(C)/C=C/c1onc(-c2ccccc2Cl)c1C#N	2	0	-9	-2	-3	0	6	1	-9
Cc1ccc(CSCC(=O)N(C)CC(=O)Nc2c(Cl)cccc2Cl)cc1	7	6	1	-3	8	5	5	8	3
COc1ccc2[nH]c(=O)c(CN(C(=O)c3cccnc3)c3cccc(C)c3)cc2c1	8	-3	1	0	4	-4	8	6	3
COc1ccc(CNC(=O)CS(=O)Cc2nc(-c3ccc(C)cc3)oc2C)cc1 (stereo not given)	5	11	5	-8	3	2	-4	10	-1
CC(C)Cn1c(N)c(C(=O)COC(=O)c2cc(-c3ccccc3)nc3ccccc23)c(=O)n(C)c1=O	-1	0	-2	-3	4	-4	-13	-10	-3
COc1ccc(C(=O)n2nc(C)cc2C)cc1OC	3	4	-3	1	7	2	6	3	1
O=C(CCCNS(=O)(=O)c1cccc2nsnc12)NCc1ccccc1	3	2	2	3	1	2	-3	12	-7
CCCCNc1ccc2nsnc2c1[N+](=O)[O-]	-1	7	-2	6	2	1	-6	-6	-1
Cn1c(CC(=O)Nc2cccc(Cl)c2Cl)nnc1SCC(=O)NC1=NCCS1	2	3	-1	11	4	3	0	5	0
C[n+]1ccccc1/C=C/c1cc(Br)ccc1O	0	-2	6	9	1	1	-1	2	-4
CC(=O)Nc1cccc(NC(=O)CSc2nc(C)c(C)c(C)c2C#N)c1	-1	-6	-1	-2	-4	-8	2	6	3
CC(O)[C@H]1CC[C@H]2[C@@H]3CC[C@H]4C[C@H](O)CC[C@]4(C)[C@H]3[C@H](O)C[C@]12C (stereo not given in full)	10	-1	8	-3	7	3	-8	5	6
CC1(C)Nc2ccccc2N(Cc2ccc([N+](=O)[O-])cc2)C1=O	-4	-3	-2	-2	-6	-3	1	4	-8
COc1cc(/C=N/N2C(C)CCCC2C)cc(OC)c1O (stereo not given)	2	2	-7	-1	26	-4	5	1	-7
CN(C1CCCC1)C1CCN(C(=O)CNC(=O)/C=C/c2cccc(C(F)(F)F)c2)CC1	0	0	4	1	3	1	7	-3	1
Cc1nnc(SCc2ccc(CC(=O)O)cc2)o1	10	0	3	-1	2	0	-13	-2	0
CC12CCC(C(=O)N3CCN(C(c4ccccc4)c4ccccc4)CC3)(OC1=O)C2(C)C (stereo not given)	-1	-1	-2	-4	-2	1	-9	6	-4
CCOc1nc(C)ccc1-c1noc(-c2ccccn2)n1	3	4	8	-3	12	0	3	14	-3
O=S(=O)(c1ccccc1)N1CCC(n2nnc3cc(F)ccc32)CC1	1	2	0	5	12	2	1	3	2
COc1ccc(CCNC(=O)C2CC(=O)N(CCc3ccc(C)cc3)C2)cc1OC (stereo not given)	9	0	0	-1	-2	-1	0	0	0
CCC(C)(C)NC(=O)COc1ccc(OCc2ccccc2)cc1	6	7	8	-1	11	2	6	1	-3
COc1cc(OC)cc(C(=O)NC(=S)Nc2nc(-c3cc4ccccc4o3)cs2)c1	0	8	3	-3	8	2	-4	-5	-1
O=C(CN1CCN(c2ccccc2)CC1)Nc1cccc([N+](=O)[O-])c1	-6	-4	-2	-3	12	3	-4	16	7
O=C1CCCN1CC1CCCN(Cc2nc(COc3ccccc3)no2)C1 (stereo not given)	-3	-6	2	1	2	-1	2	9	1
COc1ccc(C(=O)NCC(C)NC(=O)c2ccc(OC)c(OC)c2)cc1OC (stereo not given)	-1	-4	3	-4	-12	0	0	2	1
COc1cccc(NC(=O)[C@@H]2CCCN2S(=O)(=O)c2cccc3cccnc23)c1	0	-3	-4	5	5	1	-2	10	-1
O=C1COc2ccc(C(=O)COC(=O)C3CCN(S(=O)(=O)c4cccs4)CC3)cc2N1	-1	12	7	2	5	1	-1	3	0
O=S(=O)(NCc1cccnc1)c1cccc2nsnc12	-4	11	5	6	-7	5	0	-4	0
O=C(N1CCOCC1)N(Cc1ccco1)CC1CCCO1 (stereo not given)	1	0	1	-8	0	0	-6	-6	3
CSc1nnc2c3ccccc3n(Cc3ccccc3)c2n1	4	3	2	-3	3	3	2	-5	-2
CCc1cc2c(=O)n(CCCOC)c(SCC(=O)Nc3oc(C)c4c(C)n[nH]c(=O)c34)nc2s1	2	1	7	6	3	2	2	9	0
Cc1ccc(C2CC(=O)N(c3ccc(F)cc3)C3=C2C(=O)CCC3)cc1 (stereo not given)	1	1	2	1	4	-2	-1	3	3
O=S(=O)(NCC(c1ccc2c(c1)OCO2)N1CCOCC1)c1ccc(F)cc1 (stereo not given)	3	3	5	-6	10	-2	-2	1	2
O=C(NNC(=O)c1sccc1-n1cccc1)Nc1ccccc1	-2	-1	6	2	9	-2	7	7	0
COc1cccc(OC)c1CN(C)C(=O)c1cnccc1C(F)(F)F	nt	2	0	0	-3	1	nt	nt	8
O=C(NNC(=O)c1ccco1)c1ccccc1	2	-5	1	-1	-5	-3	0	0	0
CCOC(=O)C(=CNNc1c(C)csc1C(=O)OC)C(=O)OCC	2	0	-3	-8	14	-1	3	3	2
COC(=O)c1ccc(S(=O)(=O)N2CCc3ccccc32)cc1	5	-3	9	5	2	-1	10	5	-4
CCN1CCC(=NNC(=O)c2ccc(C)c([N+](=O)[O-])c2)CC1	5	-2	7	-2	-2	-2	-5	-3	-6
O=C(CSc1nnc(-c2ccc(Br)cc2)o1)N1CCN(C(=O)c2ccco2)CC1	6	-2	5	-1	3	-5	-7	2	-1
Cc1ccc(C(=O)Nc2ncc([N+](=O)[O-])s2)cc1	-4	7	11	6	8	3	2	14	-4
Cn1c(=O)c2c(nc(OCC3COC(C)(C)O3)n2Cc2ccccc2F)n(C)c1=O (stereo not given)	1	8	3	2	-1	2	-2	1	3
O=C(Nc1ccccc1Br)C(=O)N1CCCC1	1	-3	3	-2	0	1	-9	5	-2
Cc1ccc(Cl)cc1N1CCN(C(=O)c2ccc3nc[nH]c3c2)CC1	1	5	8	5	-7	-3	13	4	0
O=C(NNC(=O)c1ccccc1-n1cccc1)c1ccc(Cl)cc1Cl	1	6	6	6	2	4	-2	-10	-4
CC(NC(=O)c1ccccc1Cl)C1COc2ccccc2O1 (stereo not given)	3	4	3	-3	-2	2	-8	9	2
O=C(CN1CCN(C/C=C/c2ccccc2)CC1)NC(=O)NC1CCCCC1	-2	-7	1	-1	2	-2	-6	7	7
O=C(Cn1ncc(Cl)c(Cl)c1=O)NC1CCS(=O)(=O)C1 (stereo not given)	-2	-4	-3	-3	5	2	2	4	-6
CN1CCC/C1=C/C=C1\SC(=S)NC1=O	3	0	5	-9	6	-4	-2	-5	-5
Cn1nnnc1SCC(=O)NCc1cccs1	6	1	-1	-4	0	-6	9	1	3
O=C(COc1ccc(Cl)cc1Cl)N(c1ccccn1)C1CCCCC1	4	-1	4	-2	0	0	-3	12	-5
COc1cc(C(=O)OCC(=O)c2cc(C)n(CC3CCCO3)c2C)ccc1OCC(=O)N1CCOCC1 (stereo not given)	4	-1	6	-2	2	-2	-1	1	2

Two records drawn at random from the list so far:
SMILES	PAFAH1B2 inh	LYPLA2 counter	pPAFAH FP inh	PME-1 primary	GSTO1 counter	LYPLA1 counter	PAFAH2 inh	PAFAH1B3 FP inh	PAD4 inh
CC(NC(=O)c1ccccc1Cl)C1COc2ccccc2O1 (stereo not given)	3	4	3	-3	-2	2	-8	9	2
O=C(CSc1nnc(-c2ccc(Br)cc2)o1)N1CCN(C(=O)c2ccco2)CC1	6	-2	5	-1	3	-5	-7	2	-1

High-throughput results (PubChem BioAssay)

An excerpt (hit frequency here may not be typical).
